NCOA3 inh: human NCOA3 inhibition. AID 588352. HEK293 GAL4-SRC3 luciferase reporter, luminescence. 360,000 compounds, 0.17% hits. Q9Y6Q9. inhibition, % at 3.6 µM;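 active = inhibition above a per-campaign cutoff, the mean of all compounds plus 3 SD, cut at about 60% in these data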;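 note: 0% = DMSO-treated cells and 100% = gossypol-treated cells at 36 µM; higher means less SRC3-driven luciferase light from the GAL4 reporter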
TLR9-MyD88 inh: inhibitors of human TLR9-MyD88 binding | Q9NR96+Q99836 | CHO BLA complementation TLR9-MyD88, CCF4 FRET ratio | inhibition, % at 4.98 µM | 340,000 compounds, 0.21% hits | AID 504734;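 active = inhibition above the mean over all tested compounds plus 3 SD, cut at about 21% in these data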;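 note: 0% = DMSO only wells and 100% = clavulanate BLA inhibitor control wells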
ABHD5 PLIN5 PPI: blocks binding of human ABHD5 to perilipin-5; Q00G26+Q8WTS1; Split G. princeps luciferase complementation, luminescence, 4 h; inhibition, % at 4 µM; 360,000 compounds, 0.78% hits; AID 602281;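 active = inhibition above the mean inhibition across every tested compound plus 3 SD, cut at about 22% in these data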;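 note: 0% = DMSO only wells and the 100% control is not disclosed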
NCOA1 inh: human NCOA1 inhibition; HEK293 GAL4-SRC1 luciferase reporter, luminescence; inhibition, % at 3.6 µM; AID 588354; 360,000 compounds, 0.12% hits; Q15788;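 active = inhibition above the campaign mean plus 3 SD, with each screening campaign given its own cutoff, cut at about 60% in these data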;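 note: 0% = DMSO treated cells and 100% = gossypol at 36 µM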
LRH-1 inv ag: NR5A2 inverse agonism in reporter assay. HEK293T StAR-luciferase reporter, LRH-1 transfected, 24 h. inhibition, % at 3.6 µM. 360,000 compounds, 0.13% hits;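 active = inhibition above the mean inhibition of all tested compounds plus 3 SD, cut at about 73% in these data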;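 note: 0% = DMSO wells and 100% = reporter-only cells lacking LRH-1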
NCOA2 inhibitor: inhibits human steroid receptor coactivator 2. Q15596. HEK293 GAL4-SRC2 luciferase reporter, luminescence. inhibition, % at 9 µM. 370,000 compounds, 0.17% hits. AID 651957;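 active = inhibition above the mean inhibition of all tested compounds plus 3 SD, set per campaign, cut at about 52% in these data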;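 note: 0% = DMSO treated cells and 100% = cells given Gossypol at 36 µM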
MC4R antagonist: human MC4R antagonism in cAMP assay; MC4R-expressing cells, MTII-stimulated cAMP, LANCE TR-FRET; inhibition, % at 6.5 µM; 360,000 compounds, 0.48% hits;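 active = inhibition above its plate's cutoff, the mean of tested wells on that plate plus 3 SD, cut at about 29% in these data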;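 note: 0% = Melanotan II alone and 100% = Melanotan II plus saturating MCL0020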
Target sequence (P32245 whole entry, looked up): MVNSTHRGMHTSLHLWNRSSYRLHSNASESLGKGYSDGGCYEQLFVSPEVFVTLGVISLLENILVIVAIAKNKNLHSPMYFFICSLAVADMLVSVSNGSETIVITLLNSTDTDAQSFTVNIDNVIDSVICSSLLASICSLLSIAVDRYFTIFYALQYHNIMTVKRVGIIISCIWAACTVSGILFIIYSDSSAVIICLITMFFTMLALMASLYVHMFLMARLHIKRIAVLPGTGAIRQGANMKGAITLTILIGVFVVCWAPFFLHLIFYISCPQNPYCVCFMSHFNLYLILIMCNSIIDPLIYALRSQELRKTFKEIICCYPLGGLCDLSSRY
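System: U2OS-MC4R stable cell line; Technique: Eu-cAMP/anti-cAMP TR-FRET, emission 671 nm; Repeats: single well per compound; Also added: Melanotan II; Dosing: one concentration, 6.5 µM nominal; Schedule: 30-min compound, 1-h challenge, 1-h detection, room temperature.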
EBV LMP1 NFkB: Epstein-Barr LMP1 NF-kappaB reporter inhibition; LMP1-induced NF-kappaB luciferase reporter cells, luminescence; inhibition, % at 12.5 µM; 350,000 compounds, 0.69% hits; in the data active = inhibition above about 41%;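 note: 0% = neutral control wells and 100% = reference inhibitor control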
COUP-TFII inh: NR2F2 (human) inhibition, primary screen | P24468 | HEK293T NGFI-A luciferase reporter, luminescence | inhibition, % at 8.6 µM | 370,000 compounds, 0.7% hits;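 active = inhibition above a per-plate cutoff, mean inhibition of test wells between control levels plus 3 SD, cut at about 38% in these data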;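 note: cells cotransfected with COUP-TFII expression vector driving the NGFI-A reporter; 0% = median of COUP-TF2 test wells and 100% = reporter-only cells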
MC4R ag barr: human MC4R agonism via beta-arrestin. P32245. U2OS MC4R beta-arrestin complementation, luminescence; percent of melanotan II response, DMSO zero. activation, % at 8.9 µM. 360,000 compounds, 0.98% hits;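 active = activation above a per-plate cutoff, the mean activation of sample wells on that plate plus 3 SD, cut at about 8% in these data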
NOD2 RIPK2 PPI: blocks binding of human NOD2 to RIPK2; O43353; CHO BLA complementation NOD2-RIPK2, CCF4 ratio; inhibition, % at 4.98 µM; 360,000 compounds, 0.38% hits; in the data active = inhibition above about 21%;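 note: 0% = vehicle only and 100% = reference blocker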
Target sequence (O43353 whole entry, looked up): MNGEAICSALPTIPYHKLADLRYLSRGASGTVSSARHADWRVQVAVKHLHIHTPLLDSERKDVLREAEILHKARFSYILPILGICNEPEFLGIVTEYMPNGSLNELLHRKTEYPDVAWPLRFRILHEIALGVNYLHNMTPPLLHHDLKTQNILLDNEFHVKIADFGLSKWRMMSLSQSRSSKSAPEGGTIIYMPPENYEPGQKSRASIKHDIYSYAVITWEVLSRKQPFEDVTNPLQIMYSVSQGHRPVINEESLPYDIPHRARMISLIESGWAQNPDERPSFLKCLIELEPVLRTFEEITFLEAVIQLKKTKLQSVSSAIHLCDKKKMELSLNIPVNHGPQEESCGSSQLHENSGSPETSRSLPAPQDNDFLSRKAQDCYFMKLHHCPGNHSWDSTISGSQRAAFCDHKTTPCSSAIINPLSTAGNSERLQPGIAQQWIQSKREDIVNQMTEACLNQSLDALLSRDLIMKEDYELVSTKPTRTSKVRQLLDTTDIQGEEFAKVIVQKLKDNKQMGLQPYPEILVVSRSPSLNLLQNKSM
Active calls of the source: *; x = no result given. This is a subset; rates above refer to the full screens.

Values in the order: NCOA3 inh	TLR9-MyD88 inh	ABHD5 PLIN5 PPI	NCOA1 inh	LRH-1 inv ag	NCOA2 inhibitor	MC4R antagonist	EBV LMP1 NFkB	COUP-TFII inh	MC4R ag barr	NOD2 RIPK2 PPI
Cc1cc(-c2ccccc2)c2c(=O)n(-c3ccccc3)[nH]c2n1
  -3	3	0	5	7	-9	-8	-2	-7	-2.3	-4
CCC(CC)C(C(=O)NCc1ccccc1)N1CCN(CCN2CCOCC2)CC1 (stereo not given)
  x	x	3	x	7	-17	x	x	2	x	1
Brc1ccccc1Cn1cnc2ccccc21
  10	-5	-4	0	-5	5	5	9	4	0.5	-6
COc1ccccc1CNc1nc2nc(C)cc(=O)n2[nH]1
  -1	4	-1	-3	5	-32	-1	-2	0	0.6	-5
COc1ccc(-c2csc(NC(=O)C3CCN(c4ncnc5sc(C)c(C)c45)CC3)n2)cc1OC
  60	-4	-6	79*	18	23	0	15	56*	0.0	-5
Cc1nnc(SCC(=O)NCc2cccs2)n1-c1ccccc1
  -5	0	2	-7	1	-18	8	2	-6	0.7	-3
CC1(C)O[C@@H]2[C@H](O1)[C@@H](CO)O[C@H]2n1ccc(=O)[nH]c1=O
  0	0	-5	6	9	2	4	-10	-4	0.1	-3
O=C(NCCNc1ccc([N+](=O)[O-])cc1C(F)(F)F)c1ccc(F)cc1
  24	2	1	-20	0	-2	-1	-3	4	-0.8	3
Cc1nc(-c2ccc(F)cc2)c(CC(=O)NCC(=O)Nc2ccc(F)c(F)c2)s1
  -5	3	6	1	4	0	2	-2	-9	-3.7	11
Cc1cccc(C)c1N1CC(=O)N(c2c(C)cccc2C)CC1=O
  -17	1	3	-15	-3	3	7	-4	-5	-1.2	6
Cc1c(-c2ccco2)[n+](=O)c2c(n1[O-])CCC2
  -9	7	5	-12	-2	-2	11	3	-16	1.9	-9
CCCCCCNC(=O)c1c(O)c2ccccc2[nH]c1=O
  10	-1	4	10	24	-7	2	-25	5	4.4	-6
COc1ccc2oc(C(=O)OCC(=O)NCCN3C(=O)CSC3=O)c(C)c2c1
  -2	-6	2	-20	-33	-18	13	-7	2	-2.4	-11
O=C1NC(=O)C2(CCCC2C(=O)O)N1 (stereo not given)
  -6	0	1	-4	11	-51	7	2	6	-1.3	-21
CN(CC(=O)Nc1cccc(F)c1)C(=O)Cn1c(=O)oc2ccccc21
  2	3	-5	-13	17	19	0	3	-10	-0.4	-2
CC(=O)c1ccc(OCCCC(=O)Nc2cc(S(=O)(=O)N(C)C)ccc2C)cc1
  9	-4	-1	7	13	6	3	0	8	-0.3	2
O=C(CCc1nc2ccccc2c(=O)[nH]1)Nc1ccccc1N1CCCC1
  -9	-6	-7	-13	-11	12	5	5	-16	-1.2	-8
Cc1ccc(CS(=O)(=O)CCC(=O)O)cc1
  -1	2	8	8	4	-14	6	4	-5	-0.7	8
COc1ccc(C(C(=O)NCCC(C)C)N(CCCO)C(=O)c2snc(C(N)=O)c2N)cc1OC (stereo not given)
  2	1	2	-6	-1	10	-2	-26	9	0.7	-6
N/C(=N\NC(=O)Nc1ccccc1)c1ccccn1
  -71	x	-8	-91	-118	-57	0	x	-46	-2.1	-11
Cc1ccc(C(=O)N(C)c2ccc(OCC(=O)N3c4ccc(C)cc4C4CN(C)CCC43)cc2)cc1 (stereo not given)
  -25	-5	-1	-24	-42	x	6	1	x	0.3	-4
Cc1ccc(C)c(N(CC(=O)NCC2CCCO2)C(=O)CCC(=O)Nc2nccs2)c1 (stereo not given)
  -15	2	-5	10	10	-11	9	-5	-8	-0.6	-8
CN(C)C(=O)CSc1n[nH]c(=O)n1CCc1ccccc1
  -1	2	4	-12	-11	-38	-8	-4	-30	0.8	-6
CC(C)CN(C(=O)c1cc(Cl)nc2ccccc12)C1CCS(=O)(=O)C1 (stereo not given)
  -5	1	0	-76	-3	14	0	-1	-9	-0.7	-1
N/C(=N\OC(=O)CCn1cccc(C(F)(F)F)c1=O)c1ccc(Cl)cc1
  17	-2	5	11	13	-33	6	-1	11	-1.1	0
CCCCNC(=O)C1(C)CCN1C(=O)c1cc(-c2cccs2)oc1C (stereo not given)
  -16	x	20	0	-17	15	-7	x	0	-0.9	-3
Cn1cnc2c1c(=O)n(Cc1ccccc1)c(=O)n2C
  -18	11	3	-7	13	3	6	-6	-9	-2.3	2
CCc1nnc(NS(=O)(=O)c2ccc(N=Cc3c(C)[nH]n(-c4ccc(Cl)cc4)c3=O)cc2)s1
  6	3	-22	-22	-29	13	8	3	-5	-1.6	-13
CCOc1cc(/C=N\O)cc(Cl)c1OCC
  11	-1	-1	8	-4	-7	-6	16	12	-0.3	-4
O=C(O)c1cn(Cc2ccccc2)c2ccccc2c1=O
  5	-1	-1	1	13	-2	7	-2	8	-1.0	6

4 of these compounds, set out differently:
SMILES: CN(CC(=O)Nc1cccc(F)c1)C(=O)Cn1c(=O)oc2ccccc21
  NCOA3 inh: 2	TLR9-MyD88 inh: 3	ABHD5 PLIN5 PPI: -5	NCOA1 inh: -13	LRH-1 inv ag: 17	NCOA2 inhibitor: 19	MC4R antagonist: 0	EBV LMP1 NFkB: 3	COUP-TFII inh: -10	MC4R ag barr: -0.4	NOD2 RIPK2 PPI: -2

SMILES: CC(=O)c1ccc(OCCCC(=O)Nc2cc(S(=O)(=O)N(C)C)ccc2C)cc1
  NCOA3 inh: 9	TLR9-MyD88 inh: -4	ABHD5 PLIN5 PPI: -1	NCOA1 inh: 7	LRH-1 inv ag: 13	NCOA2 inhibitor: 6	MC4R antagonist: 3	EBV LMP1 NFkB: 0	COUP-TFII inh: 8	MC4R ag barr: -0.3	NOD2 RIPK2 PPI: 2

SMILES: O=C(CCc1nc2ccccc2c(=O)[nH]1)Nc1ccccc1N1CCCC1
  NCOA3 inh: -9	TLR9-MyD88 inh: -6	ABHD5 PLIN5 PPI: -7	NCOA1 inh: -13	LRH-1 inv ag: -11	NCOA2 inhibitor: 12	MC4R antagonist: 5	EBV LMP1 NFkB: 5	COUP-TFII inh: -16	MC4R ag barr: -1.2	NOD2 RIPK2 PPI: -8

SMILES: Cc1ccc(CS(=O)(=O)CCC(=O)O)cc1
  NCOA3 inh: -1	TLR9-MyD88 inh: 2	ABHD5 PLIN5 PPI: 8	NCOA1 inh: 8	LRH-1 inv ag: 4	NCOA2 inhibitor: -14	MC4R antagonist: 6	EBV LMP1 NFkB: 4	COUP-TFII inh: -5	MC4R ag barr: -0.7	NOD2 RIPK2 PPI: 8

Other structures follow.
Compound | NCOA3 inh | TLR9-MyD88 inh | ABHD5 PLIN5 PPI | NCOA1 inh | LRH-1 inv ag | NCOA2 inhibitor | MC4R antagonist | EBV LMP1 NFkB | COUP-TFII inh | MC4R ag barr | NOD2 RIPK2 PPI
CCOC(=O)[C@]12CCCC=C1N(CCc1ccc(OC)c(OC)c1)C(=O)[C@H](CC(=O)N1CCN(C(=O)C3CC3)CC1)C2 | x | x | 1 | x | -8 | 2 | x | x | -1 | x | -13
COc1ccc(CNC(=O)C2CCN(S(=O)(=O)N3CCC4(CC3)OCCO4)CC2)c(OC)c1 | 11 | -5 | -5 | -6 | 3 | 7 | -1 | 1 | 13 | -2.0 | -1
CCC(C(=O)NCC1CCCO1)N(C(=O)CNS(=O)(=O)c1ccccc1)c1ccc(F)cc1 (stereo not given) | -20 | 3 | -1 | 0 | -8 | 15 | 2 | 1 | -13 | -2.6 | -2
CC1CCN(C(=O)Cn2cc(S(=O)(=O)CC(=O)N3CCOCC3)c3ccccc32)CC1 | 1 | -1 | 13 | -1 | 15 | 11 | -2 | -4 | -9 | -1.4 | -1
Cc1ccc(S(=O)(=O)/N=C(/c2ccc(F)cc2)N2CCCCC2)cc1 | 0 | -14 | -1 | 11 | -4 | -2 | -6 | -5 | -13 | -0.7 | 5
COc1ccc(C(=O)COC(=O)c2ccc3c(c2)OCO3)c(OC)c1 | -7 | -12 | 5 | -1 | -35 | -38 | -3 | 0 | -12 | 0.8 | -11
COC(=O)C(C(=O)OC)=C(/C=C/N(C)C)N(C)C | 1 | 4 | 5 | -3 | 4 | 10 | 4 | -2 | 10 | -0.5 | 1
COc1ccc(-c2nc3ccc(C)cn3c2Cc2ccsc2)cc1OC | -3 | x | -5 | 6 | 1 | -19 | x | x | -29 | x | 4
NC(N)=N/N=C/c1cccc([N+](=O)[O-])c1O | -4 | 3 | -5 | 2 | 21 | 14 | 13 | 8 | -5 | -2.4 | -9
CS(=O)(=O)N(CC(=O)NC1CC1)c1cccc(F)c1 | -9 | 3 | -12 | -13 | -8 | 18 | -2 | 3 | 0 | -1.5 | -4
CCC1C(=O)NCCN1C(=O)CCc1nnc(CCc2ccc(OC)cc2)o1 (stereo not given) | -2 | -4 | 2 | 1 | -8 | -53 | -3 | -8 | -10 | -1.4 | -5
O=S(=O)(c1ccccc1Cl)N1CCC(O)(c2ccc3c(c2)OCO3)CC1 | 8 | 5 | 3 | -37 | 19 | x | 3 | 5 | x | -0.7 | -5
Nc1ccccc1N1CCN(C(=O)c2ccccc2)CC1 | 4 | 0 | 2 | 3 | -1 | 2 | 7 | 4 | 5 | -0.7 | -1
CCn1cc(C(=O)O)c(=O)c2cnc(N3CCN(C(=S)Nc4ccccc4Cl)CC3)nc21 | 13 | -4 | 2 | -10 | 0 | -8 | 11 | -5 | 6 | -0.8 | -4
O=C1OCCC1Sc1nnc(-c2cccnc2)n1-c1ccccc1F (stereo not given) | -1 | x | 6 | 5 | 14 | -6 | 19 | -2 | -7 | -0.7 | -3
Cc1ccc(CN2C(=O)[C@H]3Cc4c([nH]c5ccccc45)C(C)(C)N3C2=O)cc1 | 17 | -15 | -3 | -13 | -2 | -6 | 16 | -6 | 22 | 2.3 | 1
Cc1cc(C)cc(OCc2ccc(C(=O)NC3CCOC3=O)o2)c1 (stereo not given) | 8 | -12 | -1 | -3 | 4 | -1 | 9 | 0 | 7 | -1.7 | -1
Cn1c(=O)oc2cc(S(=O)(=O)CCC(=O)N3CCN(c4ccccc4)CC3)ccc21 | 2 | 4 | 1 | 1 | -3 | -1 | 6 | -3 | 14 | -0.9 | 1
CCOc1cc(/C=C/C(=O)OCC(=O)NCCN2C(=O)CSC2=O)ccc1OCC(C)C | -1 | 2 | 1 | -8 | -20 | -4 | 8 | -7 | -19 | 4.5 | -4
OC1CN=C2Sc3ccccc3N2C1 (stereo not given) | 21 | -1 | -8 | 12 | 6 | 6 | 1 | -3 | -14 | -1.4 | 1
Cn1c(Cc2cccs2)nnc1SCc1nc2ccccc2[nH]1 | 0 | -10 | 9 | -2 | -13 | 5 | 3 | 3 | 7 | -1.0 | -10
COc1ccc(/C(C#N)=C/c2cccnc2)cc1 | -25 | 10 | 3 | -37 | -39 | -21 | 0 | -10 | -18 | 0.2 | 5
CC(C)(C)OC(=O)N1CCC(c2c(C(=O)N3CCN(C(=O)c4ccco4)CC3)cnn2-c2ccc(F)cc2F)CC1 | 5 | -2 | -3 | 3 | -4 | -9 | -1 | -1 | 3 | 0.7 | 8

Bioassay records deposited in PubChem by several laboratories.
